# m5-HT2A agonist = agonists of mouse serotonin 5-HT2A receptor (HTR2A) | AID 624169 | P35363 | actives 0.66% (n = 360,000) | CHO-K1 mHTR2A beta-arrestin complementation, luminescence; percent of 30 µM serotonin response | activation, % at 7.6 µM;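 active = activation above a run cutoff, the mean activation of all tested compounds plus 3 SD, cut at about 14% in these data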;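 note: 0% = plate median of compound wells and 100% = 30 µM serotonin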
# Cardio protect = myocardial damage modulation in H9c2 cells; H9c2 cardiomyocytes, H2O2 injury protection, ATPLite, 2 h; protection from H2O2 cell death, % at 20 µM; actives 0.63% (n = 360,000); AID 588492;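 active = compounds giving at least 50% protection of heart cells from peroxide-induced death in the single-dose screen, raw or plate-pattern-corrected value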;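 note: 0% = DMSO wells with peroxide and 100% = DMSO wells without peroxide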
# Exocytosis inh = lytic granule exocytosis inhibition. TALL-104 LAMP-1 surface exposure, flow cytometry; cells stimulated with thapsigargin and PMA. inhibition, % at 10 µM. actives 0.66% (n = 360,000). AID 651702;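 active = inhibition above about 55%, limit read from the data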
# PDI inh = PDI (human) enzyme inhibition. P07237. PDI insulin aggregation turbidity, A650, 90 min. inhibition, % at 10 µM. actives 0.052% (n = 350,000). AID 588391;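 active = mean inhibition across replicates of 30% or more, whatever share of single replicates reach that level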;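 note: absorbance from insulin aggregation driven by PDI reduction with DTT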
# Target sequence (P07237 whole entry, looked up): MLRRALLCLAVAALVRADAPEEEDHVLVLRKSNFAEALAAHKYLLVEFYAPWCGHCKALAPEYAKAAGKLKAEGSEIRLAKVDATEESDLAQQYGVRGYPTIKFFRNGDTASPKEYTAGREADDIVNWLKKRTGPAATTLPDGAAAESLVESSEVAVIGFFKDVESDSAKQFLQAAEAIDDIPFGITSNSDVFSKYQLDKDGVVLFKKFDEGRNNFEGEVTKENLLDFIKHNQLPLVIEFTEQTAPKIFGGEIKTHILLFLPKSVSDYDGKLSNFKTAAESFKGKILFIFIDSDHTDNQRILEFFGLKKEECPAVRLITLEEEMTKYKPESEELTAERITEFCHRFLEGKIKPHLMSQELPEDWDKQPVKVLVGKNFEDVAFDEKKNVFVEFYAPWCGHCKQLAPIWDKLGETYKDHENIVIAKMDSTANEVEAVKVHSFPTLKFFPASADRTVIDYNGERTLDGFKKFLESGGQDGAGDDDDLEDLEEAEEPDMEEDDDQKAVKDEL
# N-glyco inh = N-linked glycosylation inhibition; AID 588692; reporter increase, % at 12.5 µM; D54 ERlucT glycosylation luciferase reporter, 24 h; percent of 100 nM tunicamycin response; actives 0.23% (n = 360,000);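 active = mean luciferase reporter signal, scaled so untreated is 0 and the glycosylation-blocking control 100, at or above a set limit in every replicate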;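 note: luciferase carries N-glycosylation sites so blocking glycosylation raises the light; 0% = median of neutral control wells and 100% = median of 100 nM tunicamycin wells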
# ABHD5 PLIN5 PPI = blocks binding of human ABHD5 to perilipin-5. Q00G26+Q8WTS1. Split G. princeps luciferase complementation, luminescence, 4 h. inhibition, % at 4 µM. actives 0.78% (n = 360,000). AID 602281;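 active = inhibition above the mean inhibition across every tested compound plus 3 SD, cut at about 22% in these data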;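 note: 0% = DMSO only wells and the 100% control is not disclosed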
# CaV13 ICDI inh = Primary screen for inhibitors of IQ motif and Ca2+-dependent inactivation inhibitor domain binding in CACNA1D, Förster resonance energy transfer in living cells, … | HEK cells, CFP/YFP FRET ICDI-IQ, plate reader, 10 min; percent FRET-ratio fall versus neutral wells | inhibition, % at 12.3 µM | actives 0.098% (n = 340,000);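 active = mean replicate inhibition of at least 30% and at least 1% of replicates passing that level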;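 note: 0% = median of the neutral control wells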
# MC4R antag cAMP = blocks human MC4R cAMP signaling; P32245; actives 0.48% (n = 360,000); inhibition, % at 6.5 µM; MC4R-expressing cells, MTII-stimulated cAMP, LANCE TR-FRET; AID 540295;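 active = inhibition above its plate's cutoff, the mean of tested wells on that plate plus 3 SD, cut at about 29% in these data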;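 note: 0% = Melanotan II alone and 100% = Melanotan II plus saturating MCL0020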
# Target sequence (P32245 whole entry, looked up): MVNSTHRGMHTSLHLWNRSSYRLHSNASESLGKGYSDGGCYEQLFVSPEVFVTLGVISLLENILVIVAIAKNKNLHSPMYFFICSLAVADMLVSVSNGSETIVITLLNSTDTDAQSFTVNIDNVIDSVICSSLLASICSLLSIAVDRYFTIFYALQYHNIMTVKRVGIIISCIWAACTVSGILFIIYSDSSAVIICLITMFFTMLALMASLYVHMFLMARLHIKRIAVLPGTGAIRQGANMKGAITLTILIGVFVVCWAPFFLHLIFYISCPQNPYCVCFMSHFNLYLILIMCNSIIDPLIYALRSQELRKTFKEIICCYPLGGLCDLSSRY
#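 System: U2OS-MC4R stable cell line; Technique: Eu-cAMP/anti-cAMP TR-FRET, emission 671 nm; Repeats: single well per compound; Also added: Melanotan II; Dosing: one concentration, 6.5 µM nominal; Schedule: 30-min compound, 1-h challenge, 1-h detection, room temperature.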
# MC4R ag barr = agonists of human melanocortin 4 receptor (MC4R) beta-arrestin; activation, % at 8.9 µM; actives 0.98% (n = 360,000); U2OS MC4R beta-arrestin complementation, luminescence; percent of melanotan II response, DMSO zero; P32245;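 active = activation above a per-plate cutoff, the mean activation of sample wells on that plate plus 3 SD, cut at about 8% in these data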
# ABCB6 inh 2 = blocks the human ABCB6 transporter. AID 602162. fluorescence ratio to DMSO, % at 10 µM. K562-ABCB6 porphyrin accumulation, flow cytometry, 1 h; active compounds read low. Q9NP58. actives 0.19% (n = 360,000);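 active = fluorescence ratio to DMSO below 75%, the collection mean minus 3 SD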;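 note: signal is porphyrin accumulated inside mitochondria; 100% equals median channel fluorescence of DMSO control wells; lower ratio means ABCB6 inhibition with less porphyrin fluorescence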
# Active calls of the source: *; . = no result given.
1: COc1ccc(CNC(=O)NCc2ccc(OC)c(OC)c2)cc1OC
2: CCc1ccc(CCC(=O)Nc2ccc(C)cc2C)o1
3: CC1(NC(=O)c2cc(-c3cccs3)nn2-c2ccccc2)CCS(=O)(=O)C1 (centres undefined)
4: CNC(=O)N(O)C1N(/N=C/c2cc(Br)ccc2O)C(=S)SC1(C)C (centres undefined)
5: O=C(CCCc1c[nH]c2ccccc12)NCc1ccccc1C(F)(F)F
6: O=C(Cn1nnc(-c2ccccc2)n1)N=Nc1c(O)[nH]c2ccccc12
7: O=C(CSc1cc(Cl)ccc1Cl)NC1CCCC1
8: CN(C)c1nc(N)nc(CSc2nnnn2-c2ccc(C(=O)O)cc2)n1

Screen / compound no.	1	2	3	4	5	6	7	8
m5-HT2A agonist	-2.9	1.7	3.4	-3.9	-0.7	3.0	4.0	7.8
Cardio protect	-0.1	-2.5	1.5	5.3	-3.5	-11.1	1.0	-2.4
Exocytosis inh	3.8	-0.1	4.5	-0.3	14.0	-2.2	9.2	-2.3
PDI inh	-1.6	-3.9	1.1	-9.8	-3.0	-12.9	2.3	4.5
N-glyco inh	-0.6	0.5	0.3	9.3	2.0	2.7	-1.9	2.1
ABHD5 PLIN5 PPI	-2.8	-3.3	-6.6	0.8	-8.8	-2.1	2.4	-1.4
CaV13 ICDI inh	-4.0	-7.6	-5.8	-14.4	-12.4	-4.5	-4.9	-9.7
MC4R antag cAMP	-1.1	3.9	8.2	15.3	-2.0	1.0	6.9	0.8
MC4R ag barr	-1.7	2.4	-3.7	-1.7	-0.7	-1.4	1.4	-1.5
ABCB6 inh 2	99.0	96.0	90.0	100.0	99.0	95.0	102.0	98.0

9: COc1cccc(NC(=O)NCc2ccccc2Cl)c1
10: CC1CN(C(=O)COC(=O)c2ccc(NC(=O)CC#N)cc2)CC(C)O1 (centres undefined)
11: Cc1cccc(N2CC(c3nc4ccccc4n3C)CC2=O)c1C (centres undefined)
12: O=C(c1ccccc1)N1CCN(C2CC(=O)N(CCc3ccccc3)C2=O)CC1 (centres undefined)
13: CN(c1ccc(OCC(=O)Nc2cc(Cl)ccc2C(=O)O)cc1)S(=O)(=O)c1ccc(F)cc1
14: Cc1nc2c(n1O)CCC/C2=N\O
15: O=C(C1=C[C@@H]2[C@H]3C(=O)N(c4cccc(Cl)c4)C(=O)[C@H]3[C@@H](C(=O)c3ccc(Cl)cc3)N2C=C1)c1ccccc1
16: Cc1ccc(S(=O)(=O)NCC(=O)N(CC(=O)NCC2CCCO2)c2ccc(Cl)cc2)cc1 (centres undefined)

Screen / compound no.	9	10	11	12	13	14	15	16
m5-HT2A agonist	4.1	0.7	-4.6	8.4	5.0	-0.7	5.8	-3.4
Cardio protect	-2.2	7.0	1.4	2.0	0.2	9.7	1.6	0.0
Exocytosis inh	5.3	-5.3	5.8	-1.9	1.3	0.2	-4.7	6.6
PDI inh	14.9	2.0	.	-1.8	-0.9	-7.1	23.1	4.1
N-glyco inh	0.6	1.9	-0.7	1.6	4.0	0.3	1.6	2.3
ABHD5 PLIN5 PPI	0.6	6.9	4.0	5.9	-7.0	-1.8	7.5	0.1
CaV13 ICDI inh	-1.5	-2.6	-10.5	-8.5	-19.9	-5.2	.	-7.0
MC4R antag cAMP	1.7	0.3	13.2	-8.0	3.6	-1.5	12.2	1.9
MC4R ag barr	-0.7	-2.8	0.8	-0.7	-2.9	-1.8	-3.9	0.3
ABCB6 inh 2	98.0	97.0	93.0	103.0	89.0	92.0	132.0	96.0

17: COc1ccc(-c2cc3nc(-c4ccccc4)cc(N4CCC(O)CC4)n3n2)cc1
18: COc1ccc(Cc2nnc(NC(=O)c3ccc(OC)cc3OC)s2)cc1
19: O=C(NCCCc1ccccc1)c1cccc(NC(=O)C2CCC2)c1
20: Cc1cnc(C(=O)OC(C)C(=O)Nc2ccc(Cl)cn2)cn1 (centres undefined)
21: COc1ccc(CCNC(=O)CS(=O)(=O)c2cn(CC(=O)N3CCCC3)c3ccccc23)cc1OC
22: CC(C)=C(C)c1cc2nc(NCCCN(C)C)n(C)c(=O)c2s1
23: CC(C)N(Cc1ccccc1)CC(O)COc1ccc(S(=O)(=O)N2CCOCC2)cc1Cl (centres undefined)
24: O=C(CSCc1cccc(Cl)c1)Nc1ccccc1-c1ccccc1

Screen / compound no.	17	18	19	20	21	22	23	24
m5-HT2A agonist	0.5	5.2	2.6	-2.7	4.5	-3.2	-5.0	-5.7
Cardio protect	21.0	-12.1	1.6	1.5	2.6	11.2	-8.8	-9.8
Exocytosis inh	2.5	-9.8	-15.3	-14.5	-1.7	-6.1	1.8	-7.6
PDI inh	-6.8	-4.3	2.8	1.7	-1.2	2.0	13.6	10.4
N-glyco inh	4.0	1.9	-2.6	1.8	0.7	-1.8	-3.9	-4.9
ABHD5 PLIN5 PPI	13.2	-8.1	12.3	-5.3	-1.1	-6.4	0.8	-9.4
CaV13 ICDI inh	-2.7	-5.0	-8.2	-4.1	-5.9	-7.3	7.0	4.0
MC4R antag cAMP	10.9	7.5	-2.2	8.9	8.6	1.3	1.9	6.5
MC4R ag barr	-0.8	16.6*	-0.3	-3.0	-0.9	-0.6	-1.4	1.4
ABCB6 inh 2	94.0	97.0	97.0	98.0	94.0	98.0	97.0	98.0

25: Cc1nc(C(F)(F)F)ccc1C(=O)Nc1ccccc1F
26: CCC(=O)Nc1ccc(C(=O)CSc2nnc(-c3ccc(NS(C)(=O)=O)cc3)n2C)cc1OC
27: Cc1cc2nc(-c3cccc(Br)c3)c(CC(C)(C)C)n2c(C)c1Br
28: CCOc1ccc(OCC)c(NC(=O)C2CCCN(S(=O)(=O)c3c(C)n[nH]c3C)C2)c1 (centres undefined)
29: CC(C)CNC(=S)N(Cc1ccco1)Cc1cc2cc3c(cc2[nH]c1=O)OCCO3
30: C=CCn1cc(CN2CCC(C(=O)Nc3cccc(-c4cccc(Cl)c4)c3)CC2)c(C)n1
31: COc1ccc(CC(=O)Nc2cc(S(=O)(=O)N3CCOCC3)ccc2N2CCCC2)cc1OC
32: Cc1ccc(S(=O)(=O)NC(C)(C)C)cc1C(=O)OC(C)C(=O)NC1CC1 (centres undefined)
33: CC(=O)C1=C(O)C(=O)N(Cc2ccccc2)C1c1ccco1 (centres undefined)

Screen / compound no.	25	26	27	28	29	30	31	32	33
m5-HT2A agonist	6.9	3.4	-3.3	-1.6	-4.8	-2.5	4.5	11.6	-0.6
Cardio protect	7.5	-3.5	-1.0	0.0	-3.7	4.5	6.7	2.2	-2.1
Exocytosis inh	-6.5	-3.2	-1.4	-3.5	6.6	35.9	-2.7	-0.1	1.5
PDI inh	4.5	20.8	.	.	0.9	-3.4	-1.6	15.9	-13.0
N-glyco inh	0.2	1.9	-3.7	0.6	13.8	-2.4	-2.0	0.0	1.4
ABHD5 PLIN5 PPI	4.8	0.6	-13.6	5.8	8.9	14.6	0.2	6.0	-2.2
CaV13 ICDI inh	-3.1	-4.3	-9.3	-1.4	-5.2	-3.5	-5.5	-6.3	-4.4
MC4R antag cAMP	4.5	3.3	.	13.1	8.9	7.5	-5.1	7.0	0.7
MC4R ag barr	-1.2	-2.1	.	-1.5	0.6	5.9	-1.4	-0.7	-0.5
ABCB6 inh 2	99.0	166.0	101.0	94.0	107.0	113.0	96.0	97.0	88.0

# Entries from the list above with a Cl atom, in the order listed:
7: O=C(CSc1cc(Cl)ccc1Cl)NC1CCCC1
9: COc1cccc(NC(=O)NCc2ccccc2Cl)c1
13: CN(c1ccc(OCC(=O)Nc2cc(Cl)ccc2C(=O)O)cc1)S(=O)(=O)c1ccc(F)cc1
15: O=C(C1=C[C@@H]2[C@H]3C(=O)N(c4cccc(Cl)c4)C(=O)[C@H]3[C@@H](C(=O)c3ccc(Cl)cc3)N2C=C1)c1ccccc1
16: Cc1ccc(S(=O)(=O)NCC(=O)N(CC(=O)NCC2CCCO2)c2ccc(Cl)cc2)cc1 (centres undefined)
20: Cc1cnc(C(=O)OC(C)C(=O)Nc2ccc(Cl)cn2)cn1 (centres undefined)
23: CC(C)N(Cc1ccccc1)CC(O)COc1ccc(S(=O)(=O)N2CCOCC2)cc1Cl (centres undefined)
24: O=C(CSCc1cccc(Cl)c1)Nc1ccccc1-c1ccccc1
30: C=CCn1cc(CN2CCC(C(=O)Nc3cccc(-c4cccc(Cl)c4)c3)CC2)c(C)n1

Screen / compound no.	7	9	13	15	16	20	23	24	30
m5-HT2A agonist	4.0	4.1	5.0	5.8	-3.4	-2.7	-5.0	-5.7	-2.5
Cardio protect	1.0	-2.2	0.2	1.6	0.0	1.5	-8.8	-9.8	4.5
Exocytosis inh	9.2	5.3	1.3	-4.7	6.6	-14.5	1.8	-7.6	35.9
PDI inh	2.3	14.9	-0.9	23.1	4.1	1.7	13.6	10.4	-3.4
N-glyco inh	-1.9	0.6	4.0	1.6	2.3	1.8	-3.9	-4.9	-2.4
ABHD5 PLIN5 PPI	2.4	0.6	-7.0	7.5	0.1	-5.3	0.8	-9.4	14.6
CaV13 ICDI inh	-4.9	-1.5	-19.9	.	-7.0	-4.1	7.0	4.0	-3.5
MC4R antag cAMP	6.9	1.7	3.6	12.2	1.9	8.9	1.9	6.5	7.5
MC4R ag barr	1.4	-0.7	-2.9	-3.9	0.3	-3.0	-1.4	1.4	5.9
ABCB6 inh 2	102.0	98.0	89.0	132.0	96.0	98.0	97.0	98.0	113.0

# A few values from the results shown.
# CC(=O)C1=C(O)C(=O)N(Cc2ccccc2)C1c1ccco1 (centres undefined) | N-glyco inh = 1.4
# CC(C)CNC(=S)N(Cc1ccco1)Cc1cc2cc3c(cc2[nH]c1=O)OCCO3 | Cardio protect = -3.7
